Assay outcomes (PubChem)
Ecoli viability – E. coli V3065 growth inhibition, primary screen, counter-screen for AddAB inhibitor project, absorbance, OD600. 18 h. inhibition, % at 11.9 µM. 330,000 tested, 0.27% active. AID 449728, 2010;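 active means inhibition above the campaign's mean inhibition across all tested compounds plus 3 SD, cut at about 9.9% in these data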;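 further: uninfected addAB+ strain grown without phage in ampicillin broth; 0% = DMSO wells and 100% = ciprofloxacin 0.95 µg/ml wells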
CDK5 inh – inhibitors of human CDK5/p35 kinase, primary screen, biochemical, single concentration. Cyclin-dependent kinase 5 (Homo sapiens) + Cyclin-dependent kinase 5 activator 1 (Homo …. Recombinant CDK5/p35, ADP-Glo luminescence, 60 min. inhibition, % at 10 µM. 330,000 tested, 0.01% active. AID 488839, 2010;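 active means highest replicate inhibition of at least 50% and at least 75% of replicates reaching 50%; inconclusive means only one of the two criteria met; inactive means both criteria failed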;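 further: plate controls were DMSO neutral control for no effect and GW8510 at 10 µM for full effect; many of its hits are not listed in these tables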
HTR5A inv ag – HTR5A inverse agonists in luminescence cell assay, primary screen, counter-screen for OPRM1-OPRD1 heterodimer inverse agonist project, full-deck HTS; 5-hydroxytryptamine receptor 5A (Homo sapiens), P47898; HTR5A cell line, inverse agonism; inhibition, % at 9.3 µM; 340,000 tested, 0.083% active; in the data active means inhibition mostly above about 23%, no sharp cut-off; inactive means mostly below about 18%;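 further: 0% = cells with DMSO and 100% = no-cell wells with DMSO; some compounds called inactive have numbers as strong as hits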
Target sequence (P47898 whole entry, looked up): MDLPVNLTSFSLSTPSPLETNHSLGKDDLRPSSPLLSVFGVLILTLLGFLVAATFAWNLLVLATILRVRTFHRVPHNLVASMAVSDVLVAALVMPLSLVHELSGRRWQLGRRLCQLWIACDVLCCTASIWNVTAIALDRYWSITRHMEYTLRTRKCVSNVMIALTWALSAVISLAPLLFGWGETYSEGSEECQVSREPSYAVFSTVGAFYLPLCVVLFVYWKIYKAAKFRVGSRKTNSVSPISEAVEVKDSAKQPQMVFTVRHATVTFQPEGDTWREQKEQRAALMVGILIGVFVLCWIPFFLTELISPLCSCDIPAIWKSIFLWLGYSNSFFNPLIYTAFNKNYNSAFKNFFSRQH
AddAB inh – growth inhibition of E. coli expressing H. pylori AddAB, primary screen, AddAB inhibitor project, absorbance; inhibition, % at 11.9 µM; 330,000 tested, 0.29% active; AID 435030, 2010; in the data active means inhibition above about 12%;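 further: 0% = vehicle wells of infected cells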
PKA-R1A activ – activators of PKA-R1A holoenzyme, primary screen, biochemical, fluorescence polarization, Cy5-IP20, bovine R1A, mouse PKAc. PKA-R1A dissociation; scaled: DMSO 0%, 113 µM cGMP 100%. 340,000 tested, 0.083% active. activation, % at 11.4 µM. cAMP-dependent protein kinase type I-alpha regulatory subunit (Bos taurus) + …;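 active means percent activation above the mean of all tested compounds plus 3 SD, cut at about 19% in these data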;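 further: higher means more PKAc released from R1A so a rise in polarization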
Tat export inh – E. coli Tat export inhibitors, primary screen, MC4100, TorA-mCherry reporter, fluorescence, single point; inhibition, % at 10 µM; 340,000 tested, 0.036% active;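 active means mean replicate inhibition at least 50% and at least half of replicates individually reaching 50%; inconclusive means only one of the two criteria met; inactive means neither criterion met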;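 further: exported cargo escapes ClpAP degradation while cytoplasmic cargo is degraded and loses fluorescence; 0% = median of neutral control wells and 100% = median of NaSCN control wells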
SUMO Mot1 rescue – yeast Mot1-301 growth rescue at high temperature, primary screen, SUMOylation pathway inhibitor project, S. cerevisiae, ATP luminescence, 38.5C. growth rescue, % at 18.8 µM. AID 2716, 2010. S. cerevisiae Mot1-301 growth rescue; percent above DMSO median, 100 means doubled. 320,000 tested, 1% active;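 active means every valid replicate shows activation above 250% relative to neutral control wells; inactive means the rest, any valid replicate at or below 250%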;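 further: OY570 slx delta 5 strain wells were the positive control but not used for scaling; some compounds called inactive have numbers as strong as hits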
HTR5A ag ctr – HTR5A agonists in luminescence cell assay, primary screen, counter-screen for OPRM1-OPRD1 heterodimer agonist project, full-deck HTS; 340,000 tested, 0.61% active; cell-based; 5-hydroxytryptamine receptor 5A (Homo sapiens), P47898; activation, % at 9.3 µM; in the data active means activation mostly above about 9.5%, no sharp cut-off; inactive means mostly below about 7.6%;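 further: 0% = cells with vehicle only and 100% = reference agonist; strong numbers were not always called active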
phage Ecoli inh – growth loss of phage-infected E. coli, primary screen, RecBCD inhibitor project, absorbance, with phage, HTS; 360,000 tested, 0.26% active; inhibition, % at 11.9 µM; in the data active means inhibition above about 11%
PKA-R2B act – activators of PKA-R2B holoenzyme, primary screen, biochemical, fluorescence polarization, Cy5-IP20, human; AID 504700, 2011; 340,000 tested, 0.079% active; cAMP-dependent protein kinase catalytic subunit beta (Homo sapiens) + cAMP-dependent …; activation, % at 11.4 µM; PKA-R2B holoenzyme dissociation; R2B truncated from residue 108, S112A mutant; 0% DMSO only, 100% 113 µM cGMP;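 active means activation above a cutoff set at the mean over all compounds plus 3 SD, cut at about 18% in these data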;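 further: higher means more holoenzyme dissociation and a rise in polarization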
Target sequence (P31323 whole entry, looked up, other chains not shown, the tested form may be a part): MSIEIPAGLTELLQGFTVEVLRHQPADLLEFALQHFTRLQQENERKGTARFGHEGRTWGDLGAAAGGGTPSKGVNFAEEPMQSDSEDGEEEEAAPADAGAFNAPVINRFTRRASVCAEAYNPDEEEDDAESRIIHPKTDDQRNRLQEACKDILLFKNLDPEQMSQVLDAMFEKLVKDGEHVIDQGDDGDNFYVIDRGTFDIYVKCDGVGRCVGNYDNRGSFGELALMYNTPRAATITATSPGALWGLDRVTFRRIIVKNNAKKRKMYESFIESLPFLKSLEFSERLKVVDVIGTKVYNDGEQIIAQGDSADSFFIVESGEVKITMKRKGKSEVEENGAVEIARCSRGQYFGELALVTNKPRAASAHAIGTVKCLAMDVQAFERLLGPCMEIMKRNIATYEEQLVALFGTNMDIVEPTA
DAGLB inh – DAGLB lipase inhibitors, primary screen, biochemical, fluorescence, HTS; HEK293T DAGLB membrane lysate, EnzChek fluorogenic substrate; inhibition, % at 5.17 µM; 340,000 tested, 0.059% active; in the data active means inhibition above about 34%;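 further: 0% = enzyme with vehicle and 100% = wells lacking enzyme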
The depositor's hits bear a star; ? = inconclusive; . = not tested or not shown.

SMILES	Ecoli viability	CDK5 inh	HTR5A inv ag	AddAB inh	PKA-R1A activ	Tat export inh	SUMO Mot1 rescue	HTR5A ag ctr	phage Ecoli inh	PKA-R2B act	DAGLB inh
CC12CC(c3ccccc3O1)N(C(=O)c1ccco1)C(=O)N2c1ccccc1 (stereo not drawn)	-1.3	-1.0	-15	5.9	-7	-7	-2	0	1.5	-14	0
Cc1sc2ncnc(NCC3CCCO3)c2c1C (stereo not drawn)	-1.3	-0.6	5	1.1	-5	2	9	1	1.5	-8	0
Cc1cc(N2C(=O)[C@@H]3[C@H](C2=O)[C@@H]2C[C@H]3C(Br)C2Br)no1 (stereo partly drawn)	1.1	0.1	2	-0.7	-15	-5	-3	-1	2.7	0	-3
COc1ccccc1-n1nnnc1SCC(=O)NC(=O)Cc1ccccc1	2.8	0.6	9	1.3	12	1	-3	-4	1.6	-12	-1
CCN(CC)S(=O)(=O)c1ccc(/C=C/C(=O)Nc2c(C)n(C)n(-c3ccccc3)c2=O)cc1	-0.7	-1.9	8	-0.1	-8	7	-1	-3	2.0	-5	1
c1ccn2cc(CSC3=NCCS3)nc2c1	2.4	-0.3	-8	4.5	-6	-13	5	-7	1.2	0	1
CCOC(=O)c1cnn(-c2cc(C)c3ccccc3n2)c1N	-0.3	-0.1	-13	2.6	1	?	.	2	2.5	-20	-5
CC(=O)Nc1ccc(Br)c(Cl)c1	1.9	-0.7	2	0.5	0	12	109	-1	3.9	3	-2
O=C(Cn1ncn2c(cc3ccccc32)c1=O)NCCC1=CCCCC1	-3.5	-2.2	-4	0.8	-12	0	-8	5	1.8	12	-4
CC(=O)c1cccc(S(=O)(=O)Nc2ccc3nc(C)sc3c2)c1	0.8	0.5	3	0.5	-4	-6	-4	2	1.5	5	-1
O=C(c1ccc2nc[nH]c2c1)N1CCN(c2cccc(Cl)c2)CC1	.	-0.1	6	.	-6	2	6	-3	1.0	-3	4
COC(=O)C1=C(C)NC(C)=C(C(=O)OC(C)C)C1c1cccc2nonc12 (stereo not drawn)	0.7	0.4	13	0.2	-8	2	4	-1	4.4	-3	-1
Cc1ccccc1N(C(=O)CCCC(=O)Nc1ccccn1)C(C(=O)NC1CCCC1)c1ccc(O)cc1 (stereo not drawn)	-1.5	0.1	1	3.2	11	-2	2	-2	-2.8	-10	1
CC1(C)C(=O)Nc2ccccc2N1C(=O)COc1ncnc2ccccc12	2.2	-1.3	-7	2.4	-14	-6	-8	2	3.5	-5	3
O=S1(=O)CCN=C2SC3=C(CCCC3)N21	0.9	1.3	27	2.5	-13	2	-17	-10	3.0	-8	2
CNC(=S)N/N=C/c1cn(CCOc2ccccc2OC)c2ccccc12	-2.2	-0.2	-16	0.4	-17	6	-10	6	1.7	-13	3
O=C(Nc1ccc(N2CCOCC2)c(Cl)c1)c1ccccc1F	0.8	1.0	-11	2.1	-15	6	5	1	1.5	-2	-1
CCOC(=O)C(C(C)C)C(N)Cc1ccc(F)cc1 (stereo not drawn)	-0.1	-0.1	2	5.0	0	-2	2	1	2.6	-15	2
COC(C(=O)Nc1ccc(S(=O)(=O)Nc2cccc3ccccc23)cc1)c1ccccc1 (stereo not drawn)	-1.6	1.8	16	2.4	5	2	7	5	5.6	-14	0
O=C(/C=C/c1ccc(O)c([N+](=O)[O-])c1)c1ccc2ccccc2c1	-2.2	0.0	-13	4.2	1	-2	152	5	-1.1	-8	26
CC(=O)N1CCc2cc(S(=O)(=O)NCC(=O)NCc3ccc(F)cc3)ccc21	-0.8	-1.0	1	1.6	-1	3	146	0	2.2	-5	1
O=C(COC(=O)c1ncc(Cl)c(Cl)c1Cl)NCc1ccccc1	0.9	-2.5	0	-0.3	-2	0	-2	0	2.7	3	-5
COc1ccc(-c2cn3nc(C)c(C)nc3n2)cc1OC	-0.7	1.1	5	-0.2	-1	3	9	-3	2.1	3	-1
COC(=O)[C@H]1[C@H](CCc2ccccc2)NC(=O)N(Cc2ccccc2)[C@@H]1C	1.3	0.1	-6	3.2	-1	1	-1	1	2.6	-3	6
COCc1nnc(NC(=O)c2ccc(NC(C)=O)cc2)s1	-0.8	1.0	-11	0.6	10	-6	-8	5	1.5	3	0
N=c1c(C(=O)NC2CCCC2)cc2c(=O)n3ccccc3nc2n1CC1CCCO1 (stereo not drawn)	-1.7	-0.3	18	2.7	-5	2	-1	-7	-1.7	-5	-1
Cc1cc2ncn(S(=O)(=O)c3ccc(S(N)(=O)=O)cc3)c2cc1C	.	-2.7	8	.	-3	-5	.	-2	1.3	7	-3
Cc1sc(NC(=O)c2ccco2)c(C(c2ccc(F)cc2)N2CCN(C)CC2)c1C (stereo not drawn)	0.2	-0.5	5	1.6	-16	4	405*	-2	.	4	2
COc1cccc(NC(=O)C(Sc2nnc3ccccn23)c2ccccc2)c1 (stereo not drawn)	-0.5	-0.4	13	-0.8	0	-2	5	-5	2.8	-7	-1
O=S(=O)(Nc1cc(Cl)ccc1-n1cncn1)c1ccccc1Cl	-2.3	-0.5	-9	-1.1	4	-4	-5	3	3.7	-7	3
CCN(CC)C(=O)Cn1c(=O)n(Cc2ccc(F)cc2)c(=O)c2sccc21	-1.0	1.0	10	1.7	-13	-2	-4	-3	-1.5	8	-3
CCOC(=O)C1CCCN(c2nc3ccccc3nc2C(C#N)C(=O)OCCOC)C1 (stereo not drawn)	0.7	2.1	21	0.9	-9	14	-17	-9	1.7	-4	-4
COc1ccc(/C=N/NC(=O)C(=O)N2CCCC2)cc1	-1.6	0.1	20	2.1	5	-2	3	0	3.2	6	1
CN(C)S(=O)(=O)c1cccc(NC(=O)c2ccc3c(c2)OCCO3)c1	3.1	-0.7	7	1.2	-12	-5	6	-2	4.7	-4	-1
O=C1N/C(=N/N=C/c2ccco2)SC1Cc1ccccc1 (stereo not drawn)	-0.3	-2.5	9	2.1	-2	-12	587	0	2.2	1	1
CCCCNC(=O)Oc1ccc(C(=O)N2c3ccccc3NC(=O)C2C)cc1 (stereo not drawn)	-1.6	0.8	1	-2.2	5	9	4	0	1.3	10	3
Cc1cccc(NC(=S)N/N=C/c2ccc3c(c2)OCO3)c1	-0.7	-2.5	-8	2.9	4	8	1	7	-0.1	-13	-4
Cc1cc(NC(=O)CSc2nnc(Cc3cccn3C)n2CCc2ccccc2)no1	-1.5	-1.4	-13	-2.3	6	-5	-10	5	-0.5	9	5
COC(=O)c1cc(NC(=O)c2c(C)noc2C)ccc1N1CCOCC1	-0.7	1.3	-24	-1.2	-8	-5	17	-3	-2.0	-4	-3
CCOC(=O)C1(CCCc2ccccc2)CCN(Cc2cn(CC)nc2C)CC1	-1.3	-1.3	0	0.8	-1	-4	1	0	2.2	-1	-3
COc1cc(OC)c(OC)cc1CNCc1ccc2c(c1)OCO2	-0.3	-2.6	-34	3.1	3	-10	184	6	1.5	-4	3
Cc1ccc(CNC(=O)CCS(=O)(=O)c2ccc3nc(C)sc3c2)cc1	-0.1	-0.8	-2	0.8	3	2	-3	-1	1.8	-12	1
CCc1[nH]nc2c1C(c1ccncc1)C(C#N)=C(N)O2 (stereo not drawn)	2.5	-3.0	32	-0.1	1	0	5	7	0.5	1	2
COC(=O)C1=C(C)NC(=O)C1(NS(=O)(=O)c1ccc(NC(C)=O)cc1)C(F)(F)F (stereo not drawn)	0.7	-1.8	13	1.3	2	-2	9	0	1.3	-2	-1
O=C(O)c1cccc2cccnc12	0.4	-0.5	-2	3.0	-1	-10	10	1	2.7	-1	3
COc1ccc(OC)c(/C=N/NC(=O)CNC(=O)c2cccc3ccccc23)c1	-4.4	-2.1	30	0.6	8	-2	-1	3	2.8	10	2
CC(=O)c1ccc(S(=O)(=O)N2CCCCC2C(=O)O)cc1 (stereo not drawn)	-0.7	-0.7	20	5.0	-10	-2	-3	0	3.7	8	-2
COc1cc(/C=N/NC(=O)/C(=C/c2ccccc2)CCO)ccc1O	-1.1	-2.5	4	2.6	-1	-6	218	6	2.6	-5	-3
Cc1nc(-c2ccc(F)cc2)c(CC(=O)N2CCN(S(=O)(=O)c3ccc(F)cc3)CC2)s1	-1.5	-0.2	25	1.9	11	-2	-3	3	-2.6	-3	0
O=C(/C=C/c1ccccc1)Nn1c(-c2cccs2)nc2ccccc2c1=O	-0.9	-1.0	-16	0.7	0	1	3	6	5.1	1	2
O=C(c1ccccc1)c1ccc(OCCn2cnc3ccccc3c2=O)cc1	-0.9	-1.0	11	-0.1	-5	-7	-2	-3	1.4	5	-1
CCn1c(N2CCN(C(=S)NCCc3ccccc3)CC2)nc2ccccc21	0.1	-0.2	-38	1.3	3	6	45	31*	0.4	5	3
Cn1c(SCC(=O)NCCc2ccccc2)nnc1-c1ccncc1	-0.1	2.3	-2	2.2	-6	1	0	8	0.9	1	1
O=C(CCN1CCN(c2ccccc2)CC1)c1ccc(Br)cc1	-2.3	0.0	-7	-1.6	6	-33	-2	2	0.2	1	4
CC(C)(NO)/C(=N\O)c1ccc(Cl)cc1	2.4	0.0	-22	-2.1	-1	7	-6	1	3.7	-9	-2
C[C@H](NC(=O)c1[nH]cnc1C(=O)Nc1ccc(Cl)cc1)C(=O)OC(C)(C)C	-0.9	-2.9	-13	2.8	5	-1	12	4	.	-4	0
CCN1C(=O)[C@H]2[C@@H](c3ccc(C)cc3)N3C(=O)N(c4cccc(Cl)c4)C(=O)[C@@]3(CC)[C@H]2C1=O	-1.8	-0.7	-18	1.7	-5	4	-11	7	1.6	3	2
Cc1ccc(S(=O)(=O)N(C)C)cc1NC(=O)COC(=O)C1COc2ccccc2O1 (stereo not drawn)	1.1	-1.5	-36	3.3	10	-8	-1	0	1.5	7	0
CCc1ccc(S(=O)(=O)NC(=S)Nc2ccccc2)cc1	1.3	0.9	7	2.2	0	-1	-15	-2	2.4	-13	0

Compounds as they come; 2.3% or so of the library scored in one or more.
